APOBEC3G inh – blocks human APOBEC3G single-stranded DNA deamination. recombinant A3G, ssDNA deamination FAM/TAMRA fluorescence. inhibition, % at 20 µM. 330,000 tested, 0.28% active. Q9HC16;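 active = inhibition of at least 40% at 20 µM, with no more than 30% in the related APOBEC3A deaminase screen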;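 note: plate controls were DMSO wells with A3G for no effect and wells lacking A3G enzyme for full effect; some compounds called inactive have numbers as strong as hits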
Target sequence (Q9HC16 whole entry, looked up): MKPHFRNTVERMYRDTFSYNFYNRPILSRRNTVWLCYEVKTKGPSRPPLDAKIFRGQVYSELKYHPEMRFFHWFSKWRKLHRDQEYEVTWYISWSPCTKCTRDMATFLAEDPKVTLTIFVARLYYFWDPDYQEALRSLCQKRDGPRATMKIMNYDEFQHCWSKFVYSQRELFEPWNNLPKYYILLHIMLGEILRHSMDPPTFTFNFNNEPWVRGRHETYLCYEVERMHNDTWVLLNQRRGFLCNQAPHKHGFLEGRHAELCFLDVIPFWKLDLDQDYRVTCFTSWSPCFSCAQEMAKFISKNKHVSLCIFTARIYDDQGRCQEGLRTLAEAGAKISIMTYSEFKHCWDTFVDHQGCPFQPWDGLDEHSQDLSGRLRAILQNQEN
mIAP block – blocks mouse intestinal alkaline phosphatase. purified mouse IAP, CDP-Star luminescence, 30 min. inhibition, % at 10 µM. 330,000 tested, 0.2% active. AID 2806;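 active = inhibition of at least 40% at 10 µM in the primary screen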;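 note: plate controls were DMSO with enzyme for no effect and no enzyme wells for full effect; values of inactives mirror those of a sister screen read the other way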
APOBEC3A inh – inhibitors of human APOBEC3A DNA deaminase; 330,000 tested, 0.41% active; recombinant A3A, FAM/TAMRA ssDNA deamination fluorescence; AID 493011; inhibition, % at 20 µM;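 active = at least 40% inhibition at 20 µM here, with at most 30% in a related deaminase screen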;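 note: plate controls were A3A with DMSO for no effect and wells lacking A3A enzyme for full effect; some results filed as inactive read as strong as hits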
mIAP act – increases mouse intestinal alkaline phosphatase activity. muIAP, CDP-Star luminescence, 30 min; active compounds read high; 1 = vehicle-only enzyme signal, 0 = enzyme-free wells. activation factor at 10 µM. 330,000 tested, 0.24% active;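 active = activation factor of at least 2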; note: the source names both 10 and 20 µM as test concentration; values of inactives mirror those of a sister screen read the other way
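System: Mouse IAP enzyme | Also added: CDP-Star substrate | Dosing: Compounds dispensed in DMSO | Schedule: 30 min enzyme-substrate-compound incubation at room temperature | Technique: Chemiluminescence readout | Control set: DMSO-only wells and no-enzyme negative control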
tim10-1 inh – tim10-1 yeast growth inhibition; S. cerevisiae tim10-1 ts strain growth, BacTiter-Glo, 24 h; inhibition, % at 20 µM; 330,000 tested, 2.2% active;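 active = inhibition of at least 40%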;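 note: mutant grown at 25 °C; 0% = DMSO wells with yeast and 100% = wells holding no yeast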
NLRP3 yeast inh – blocks the NALP3 inflammasome reconstituted in yeast; AID 2825; 330,000 tested, 0.39% active; Yeast reconstituted NLRP3/ASC/caspase-1, beta-gal luminescence, 24 h; inhibition, % at 10 µM;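 active = inhibition of 50% or more; inactive = inhibition below 50%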;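 note: plate controls were induced DMSO wells for no effect and uninduced yeast grown without galactose for full effect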
beta cell repl – MIN6 beta-cell proliferation induction | MIN6 cells proliferation, ATPlite luminescence, 48 h; cells starved in 0.2% serum; 100% = growth in 10% serum | proliferation, % at 10 µM | 330,000 tested, 0.29% active;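 active = compounds whose signal lies at least 3.5 SD above the mean of all wells on their plate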;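 note: 0% = DMSO-treated cells in low-serum medium and 100% = 10% serum control; some compounds called inactive have numbers as strong as hits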
TIM10 inh – inhibits growth of TIM10 yeast strain; S. cerevisiae TIM10 strain growth, BacTiter-Glo luminescence, 24 h; inhibition, % at 10 µM; 330,000 tested, 1.4% active; AID 463195;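 active = inhibition of 40% or more at the single tested concentration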;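 note: wild-type TIM10 isogenic control strain grown at permissive 25 °C; 0% = DMSO yeast wells and 100% = minimal medium wells without yeast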
hIAP block – blocks human intestinal alkaline phosphatase; 330,000 tested, 0.12% active; purified IAP, CDP-Star luminescence, 30 min; inhibition, % at 10 µM; P09923;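 active = inhibition reaching a set limit with compound at 10 µM in the primary screen, cut at about 35% in these data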;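 note: plate controls were DMSO wells with enzyme for no effect and no-enzyme buffer wells for full effect; values of inactives mirror those of a sister screen read the other way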
Target sequence (P09923 whole entry, looked up): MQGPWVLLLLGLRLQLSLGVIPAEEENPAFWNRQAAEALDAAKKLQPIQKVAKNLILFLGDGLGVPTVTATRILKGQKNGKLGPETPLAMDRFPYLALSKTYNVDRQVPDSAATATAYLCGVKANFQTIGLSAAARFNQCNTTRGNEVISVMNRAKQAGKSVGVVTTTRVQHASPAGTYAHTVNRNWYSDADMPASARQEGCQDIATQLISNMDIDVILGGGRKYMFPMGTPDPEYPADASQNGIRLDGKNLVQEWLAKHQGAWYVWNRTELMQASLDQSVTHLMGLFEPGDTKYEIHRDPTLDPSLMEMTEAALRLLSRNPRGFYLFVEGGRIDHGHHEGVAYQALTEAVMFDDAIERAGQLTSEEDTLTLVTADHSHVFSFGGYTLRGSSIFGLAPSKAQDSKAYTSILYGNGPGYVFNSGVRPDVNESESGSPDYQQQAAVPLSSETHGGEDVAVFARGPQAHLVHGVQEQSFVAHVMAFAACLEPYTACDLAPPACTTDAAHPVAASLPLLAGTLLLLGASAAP
Numbers without * were called inactive; & = joins results of further samples. Compounds were not picked by outcome; any-hit rate near 4.6%.

SMILES	APOBEC3G inh	mIAP block	APOBEC3A inh	mIAP act	tim10-1 inh	NLRP3 yeast inh	beta cell repl	TIM10 inh	hIAP block
COc1cc(OC)cc(C(=O)N[C@H](C(=O)NCCc2ccc(S(N)(=O)=O)cc2)C(C)C)c1	-7	-1	-2	1	14	11	-1	0	-8
O=C1c2ccccc2C(Nc2ccc(F)c(Cl)c2)N1c1ccccn1 (stereo not given)	-8	-9	-5	1.1	28	-6	0	14	0
Cc1csc(SCC(=O)Nc2sccc2C#N)n1	-1	13	67*	0.87	17	-12	-3	-2	7
O=C(N/C(=C/c1cccs1)C(=O)N1CCOCC1)c1ccco1	-14	-3	0	1	7	7	-1	-4	2
COC(=O)c1cc(S(=O)(=O)NCCN2CCN(c3ccccc3F)CC2)c[nH]1	-11	0	-6	1	12	11	2	0	-27
COc1ccc(CCNC(=O)c2cc3c(=O)n4ccccc4nc3n(C3CCCCC3)c2=N)cc1	-5	10	1	0.9	5	19	-8	9	-12
COc1ccc2[nH]c(C(=O)N3CCN(C)CC3)c(C)c2c1	-7	0	-4	1	-14	3	3	2	-2
c1c2c(cc3sc(N4CCCCC4)nc13)OCO2	-1	11	-1	0.89	24	17	-4	1	10
COc1ccccc1NC(=O)COc1ccc(C(=O)OCC(=O)N2CCCC2=O)cc1OC	-4	-7	-2	1.1	11	10	1	7	14
O=C(COc1ccc(Cl)cc1)Nc1cc(S(=O)(=O)N2CCCCC2)ccc1N1CCCCC1	-3	-12	3	1.1	2	0	-3	7	20
CC(=O)Oc1cc2c3c(c1)/C(=C1/SC(=S)NC1=O)C(=O)N3C(C)(C)C=C2C	-6	6	-2	0.94	26	21	-3	6	-11
Cc1oc(-c2ccc(Cl)cc2)nc1CSCC(=O)NC1CCN(Cc2ccccc2)CC1	-4	2	-3	0.98	-3	8	-3	-6	-10
COc1ccc(CN(C)C(=O)CCCNC(=O)c2ccc(Cl)cc2)cc1	7	3	46*	0.97	3	22	0	-21	11
Cn1c(=O)c2c(nc3n2CCCN3CCc2ccccc2)n(C)c1=O	-6	-8	-9	1.1	3	-2	1	1	7
O=C(CN(Cc1ccc(F)cc1)C(=O)c1csnn1)NCc1ccc2c(c1)OCO2	-11	-6	-6	1.1	2	1	0	-7	-17
O=C(NCC(c1ccc(F)cc1)N1CCOCC1)c1ccccc1F (stereo not given)	-5	-5	-2	1	16	7	5	5	-1
CC(C(=O)NCC1CCCO1)N(C(=O)c1snc(C(N)=O)c1N)c1cccc(F)c1 (stereo not given)	-4	1	0	0.99	12	8	0	-8	8
Cc1ccc(S(=O)(=O)Nc2cccnc2)c(C)c1C	-6	-1	1	1	9	16	-2	-10	-16
CCCCNc1ccc(C(CC(N)=O)NC(=O)Cc2cccc3ccccc23)cc1[N+](=O)[O-] (stereo not given)	-15	7	-7	0.93	-16	12	-6	-10	6
CCOc1ccc(NS(=O)(=O)c2ccc(C)c(C(=O)NCCCn3ccnc3)c2)cc1	-5	2	-3	0.98	0	2	-5	-18	-22
CCn1nc(C)c(CN2CCc3c([nH]c4ccccc34)C2c2ccc(F)c(OC)c2)c1C (stereo not given)	-1	-3	1	1	35	10	-5	17	6
COc1ccc(CNc2ccc3cn[nH]c3c2)c(OC)c1OC	3	5	2	0.95	27	-2	-2	14	5
C=CCn1c(CSc2nc3ccccc3s2)nnc1SCC(=O)NCc1ccccc1	-8	-2	-1	1	14	9	0	-14	9
Cc1ccc(C)c(S(=O)(=O)NCc2ccc(C(=O)N3CCOCC3)cc2)c1	-7	4	-3	0.96	-10	17	4	-10	-8
CCOc1cc(N2CCOCC2)c(OCC)cc1NC(=O)Cc1ccccc1	-5	-10	0	1.1	11	6	-2	-4	10
CCCC(C)NC(=O)C1CCN(S(=O)(=O)c2ccccc2)CC1 (stereo not given)	-2	5	0	0.95	8	14	-1	8	20
O=C(CSc1nnc(-c2ccccc2Cl)o1)Nc1ccc2c(c1)OCCO2	-4	8	-3	0.92	34	19	-3	22	-3
CN(CCC#N)C(=O)COC(=O)c1ccc2c(c1)C(=O)N(C1CCCCC1)C2=O	0	0	14	1	19	-3	1	0	-26
O=C(/C=C/c1ccc([N+](=O)[O-])cc1)c1ccco1	-2	-2	0	1	10	25	-5	-15	-27
O=C(CN1CCN(Cc2ccccc2)CC1)c1c[nH]c2ccccc12	13	-1	20	1	10	-3	3	17	0
Cc1cccc(CS(=O)(=O)Cc2ccc(C(=O)NCc3cccs3)o2)c1	-3	8	3	0.92	3	-4	-2	4	0
O=S1(=O)NC(=NCc2ccccc2)c2ccccc21	3	-5	5	1	-3	9	-3	7	3
O=C(NCc1ccco1)C1CCCN1C(=O)Nc1cccc(Cl)c1 (stereo not given)	-9	1	-3	0.99	-2	10	-1	7	0
CCC(CC)NC(=O)c1n[nH]c(=O)c2ccccc12	-1	-2	3	1	17	-7	0	4	-22
Cc1cc(Cl)ccc1OCCCC(=O)NC1CCN(C)CC1	-4	-10	-2	1.1	6	13	-4	9	-11
CCCn1c(=O)[nH]c(=O)c2[nH]cnc21	-10	6	-3	0.94	7	19	-1	1	-5
CC(C)C1Nc2c(C(=O)O)cccc2C(Nc2ccccc2C(=O)O)C1(C)C (stereo not given)	3	-14	1	1.1	0	-12	0	1	-2
CCCCN(C(=O)c1cccc(-n2cccc2)c1)c1c(N)n(CCC)c(=O)[nH]c1=O	42	-6	60	1.1	21	28	1	-1	-19
CC1O[C@@H](O[C@H](C)CC[C@@H](C)O)C(O)C[C@H]1O (stereo not given in full)	-8	-5	-2	1.1	-12	3	-5	-13	-9
CC(=O)NCc1ccc(S(=O)(=O)NC2CCN(Cc3ccccc3)CC2)cc1	-6	7	1	0.93	3	7	0	1	-2
O=C(O)Cc1coc2ccc3ccccc3c12	-3	-1	-1	1	44*	0	-4	17	13
CCCCN(CCCC)C(=O)c1ccccc1NC(=O)CN1C(=O)c2ccccc2C1=O	-4	1	-10	0.99	31	13	3	7	-20
CC(C)C(c1nnnn1Cc1ccco1)N1CCN(C2CCCC2)CC1 (stereo not given)	-2	-7	1	1.1	3	-6	0	9	18
O=C(O)c1cccc(Nc2nc(-c3ccc([N+](=O)[O-])cc3)nc3ccccc23)c1	-2	4	1	0.95	-22	4	-7	-24	8
CCN(c1ccccc1)S(=O)(=O)c1ccc(OC)c(NC(=O)Cc2ccc(F)cc2)c1	-6	-10	-1	1.1	-12	8	-5	-9	-9
O=S(=O)(c1cnc(Cl)c(Cl)c1)N1CCCc2ccccc21	-4	14	-1	0.86	-7	13	-3	-37	13
CN=c1scc(C)n1/N=C/c1ccc(O)cc1	-9	10	-3	0.9	14	15	-4	19	10
COc1ccc(Br)cc1S(=O)(=O)NCc1ccccc1	0	4	5	0.96	33	9	0	18	4
CC1CCCN(C(=O)CCS(=O)(=O)c2ccc3c(c2)n(C)c(=O)c(=O)n3C)C1 (stereo not given)	3	5	-2	0.95	6	6	-3	-3	-3
CCn1c(C)nc2cc(C(=O)N/N=C/c3ccccc3)ccc21	-2	8	-2	0.92	-12	5	-1	-4	9
CCCCCCOC(=O)C1=C(C)NC(=O)NC1c1ccc2c(c1)OCO2 (stereo not given)	-14	5	-5	0.95	9	10	-2	-10	-22
O=C(CCSc1ccc(Cl)cc1)NC1CCCC1	-5	6	-2	0.94	11	25	-2	4	-4
COc1cccc(-c2ccc(C#N)c(SCC(=O)NCCc3ccc(Cl)cc3)n2)c1	-7	-5	-3	1	-8	-13	2	-14	-4
CC(=O)N1CCN(C(=O)COC(=O)/C=C/c2ccccc2[N+](=O)[O-])CC1	-7	-5	-1	1.1	-10	13	2	-6	-8
COc1ccc(CNC(=O)CNC(=O)c2ccc(C(C)(C)C)cc2)cc1OC	20	1	-5	0.99	8	-1	-3	17	5
O/N=C\c1cccn1-c1nccs1	0	14	5	0.86	-15	-1	-2	4	-2
COc1cc(/C=C2/C(=O)NN(c3ccc(Cl)cc3)C2=O)ccc1OC(=O)c1ccco1	-4	-4	1	1	-81	-19	-1	-64	3
C=CCSc1nnc(NC(=O)C2CSC3(C)CCC(=O)N23)s1 (stereo not given)	-8	0	-2	1	-2	6	-1	-8	-8
CCC(=O)N(CCc1ccc(S(N)(=O)=O)cc1)C1CC(=O)N(c2ccc(OC)cc2)C1=O (stereo not given)	-2	-5	2	1.1	8	11	0	-1	-10
CCOc1ccc2ccccc2c1/C=N/NC(=O)c1c(C)cc(C)[nH]c1=O	-3	-4	1	1	2	12	-2	-4	-19
CCOC(=O)c1ccccc1NC(=O)CSc1cccc[n+]1[O-]	0	4	-2	0.96	13	20	4	13	-13
CCN1C(=O)/C(=C2/Sc3ccccc3N2CCCS(=O)(=O)O)SC1=S	-3&-11	20&4	7&-2	0.8&0.96	3&13	5&11	1&0	-2&-1	22&8

Reformatted: 12 of the compounds above.
mol | APOBEC3G inh | mIAP block | APOBEC3A inh | mIAP act | tim10-1 inh | NLRP3 yeast inh | beta cell repl | TIM10 inh | hIAP block
CC1CCCN(C(=O)CCS(=O)(=O)c2ccc3c(c2)n(C)c(=O)c(=O)n3C)C1 (stereo not given) | 3 | 5 | -2 | 0.95 | 6 | 6 | -3 | -3 | -3
CCn1c(C)nc2cc(C(=O)N/N=C/c3ccccc3)ccc21 | -2 | 8 | -2 | 0.92 | -12 | 5 | -1 | -4 | 9
CCCCCCOC(=O)C1=C(C)NC(=O)NC1c1ccc2c(c1)OCO2 (stereo not given) | -14 | 5 | -5 | 0.95 | 9 | 10 | -2 | -10 | -22
O=C(CCSc1ccc(Cl)cc1)NC1CCCC1 | -5 | 6 | -2 | 0.94 | 11 | 25 | -2 | 4 | -4
COc1cccc(-c2ccc(C#N)c(SCC(=O)NCCc3ccc(Cl)cc3)n2)c1 | -7 | -5 | -3 | 1 | -8 | -13 | 2 | -14 | -4
CC(=O)N1CCN(C(=O)COC(=O)/C=C/c2ccccc2[N+](=O)[O-])CC1 | -7 | -5 | -1 | 1.1 | -10 | 13 | 2 | -6 | -8
COc1ccc(CNC(=O)CNC(=O)c2ccc(C(C)(C)C)cc2)cc1OC | 20 | 1 | -5 | 0.99 | 8 | -1 | -3 | 17 | 5
O/N=C\c1cccn1-c1nccs1 | 0 | 14 | 5 | 0.86 | -15 | -1 | -2 | 4 | -2
COc1cc(/C=C2/C(=O)NN(c3ccc(Cl)cc3)C2=O)ccc1OC(=O)c1ccco1 | -4 | -4 | 1 | 1 | -81 | -19 | -1 | -64 | 3
C=CCSc1nnc(NC(=O)C2CSC3(C)CCC(=O)N23)s1 (stereo not given) | -8 | 0 | -2 | 1 | -2 | 6 | -1 | -8 | -8
CCC(=O)N(CCc1ccc(S(N)(=O)=O)cc1)C1CC(=O)N(c2ccc(OC)cc2)C1=O (stereo not given) | -2 | -5 | 2 | 1.1 | 8 | 11 | 0 | -1 | -10
CCOc1ccc2ccccc2c1/C=N/NC(=O)c1c(C)cc(C)[nH]c1=O | -3 | -4 | 1 | 1 | 2 | 12 | -2 | -4 | -19

Quoted at random: 2 records from the list, in no set order.
SMILES	APOBEC3G inh	mIAP block	APOBEC3A inh	mIAP act	tim10-1 inh	NLRP3 yeast inh	beta cell repl	TIM10 inh	hIAP block
Cc1cc(Cl)ccc1OCCCC(=O)NC1CCN(C)CC1	-4	-10	-2	1.1	6	13	-4	9	-11
C=CCn1c(CSc2nc3ccccc3s2)nnc1SCC(=O)NCc1ccccc1	-8	-2	-1	1	14	9	0	-14	9

Source: PubChem
